# D3 antag = blocks the human D3 dopamine receptor | D3R cells, DiscoveRx beta-arrestin luminescence, antagonist mode; stronger effect = lower value | max response, negative = inhibition, % | hit rate 2.5% among 360,000; in the data active means max response below about -50%; inconclusive means no clear call, values can overlap the other calls; further: on the % scale 0 is the no-effect control and ±100 the full control effect; mostly tested at two doses, the higher about 12 µM
# Target sequence (P35462 whole entry, looked up): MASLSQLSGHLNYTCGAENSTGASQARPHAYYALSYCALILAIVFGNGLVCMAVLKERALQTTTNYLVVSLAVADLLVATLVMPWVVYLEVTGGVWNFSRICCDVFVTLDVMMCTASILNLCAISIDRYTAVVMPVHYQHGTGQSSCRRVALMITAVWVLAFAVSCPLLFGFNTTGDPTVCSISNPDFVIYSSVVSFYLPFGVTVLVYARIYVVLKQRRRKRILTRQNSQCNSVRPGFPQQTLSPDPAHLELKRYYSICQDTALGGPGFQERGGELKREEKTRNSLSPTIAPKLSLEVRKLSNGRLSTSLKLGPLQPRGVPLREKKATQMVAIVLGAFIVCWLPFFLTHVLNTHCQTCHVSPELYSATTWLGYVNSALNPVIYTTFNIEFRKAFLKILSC
#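 Cells plated overnight at 1500 cells/well, then exposed to library compounds with dopamine controls for 90 minutes at 37 degrees C. DiscoveRx reagent added for 30–60 minutes at room temperature; luminescence read, quantitative HTS format.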
# DRD3 agonist = D3 dopamine receptor (human) agonism | P35462 | D3R DiscoveRx beta-arrestin cells, luminescence, 90 min | max activation, % | hit rate 0.58% among 410,000 | AID 652048; in the data active means max activation above about 30%; further: 0% is about no effect; mostly tested at two doses, the higher about 12 µM
#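 Cells at 1500/well, incubated overnight, then treated with pinned compounds (dopamine as control) for 90 min at 37 degrees C. DiscoveRx reagent added for 30 - 60 minutes at room temperature; luminescence read.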
# GLP-1R agonist = agonists of human GLP-1 receptor; Potency, µM (series often up to 45.6 µM), for the others: top-dose activation, most hits filed as activators; P43220; HEK293 GLP-1R CRE-luciferase, luminescence, 4-6 h; cells express a hypersensitive GLP-1R form; hit rate 0.007% among 380,000; further: potency means the concentration at half of the fitted maximal effect; % of control where 0% means no effect
# Target sequence (P43220 whole entry, looked up): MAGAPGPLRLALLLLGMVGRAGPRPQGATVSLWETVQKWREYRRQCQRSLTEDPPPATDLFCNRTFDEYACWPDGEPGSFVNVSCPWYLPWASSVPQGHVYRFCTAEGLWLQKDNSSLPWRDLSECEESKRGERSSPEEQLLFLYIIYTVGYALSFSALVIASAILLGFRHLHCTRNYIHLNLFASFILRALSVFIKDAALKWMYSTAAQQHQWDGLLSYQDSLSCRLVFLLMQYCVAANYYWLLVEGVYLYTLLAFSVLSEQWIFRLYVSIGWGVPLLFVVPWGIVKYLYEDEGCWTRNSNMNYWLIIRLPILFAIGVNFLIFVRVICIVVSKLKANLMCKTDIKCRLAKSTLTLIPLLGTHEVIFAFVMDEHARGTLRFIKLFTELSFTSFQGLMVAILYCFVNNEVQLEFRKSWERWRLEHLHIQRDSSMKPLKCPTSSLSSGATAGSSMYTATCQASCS
# KB-V1 cytotox = KB-V1 MDR subline cytotoxicity; KB-V1 MDR cells viability, CellTiter-Glo, 72 h; Potency, µM (titrated, usually from 46.1 µM), without a hit: at the top dose activity change, negative = cytotoxicity, usual class: cytotoxic; hit rate 3.4% among 400,000; AID 1347076; further: potency means the concentration at half of the fitted maximal effect; on the % scale 0 is the no-effect control and ±100 the full control effect; nearly all actives have a fitted effect of over 60% in size
#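 Cells of the MDR subline KB-V1 are plated, dosed with compound at multiple concentrations, and incubated 72 h at 37 degrees C; CellTiter-Glo is then added and luminescence read after 10 min.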
# HT1080NT lethal = kills 2HG-producing HT-1080-NT fibrosarcoma cells; HT-1080-NT fibrosarcoma viability, CellTiter-Glo ATP luminescence, 48 h; Potency, µM (doses to about 46.1 µM), inactives show at the top dose activity, negative = less viability, hits mostly cytotoxic; hit rate 1.6% among 360,000;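 further: NT is the 2HG producing partner of a matched IDH1 knockdown line; potency means the concentration at half of the fitted maximal effect; 0% = DMSO-treated cells and -100% = media-only wells without cells; nearly all actives have a fitted effect of over 55% in size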
#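 Viability of the 2HG-overproducing fibrosarcoma line after 48 hours of compound exposure at 37 degrees C was determined by luminescence with CellTiter-Glo, and concentration-effect curves were then fitted and categorized.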
# HT1080 IDH1KD tx = kills HT-1080 cells with IDH1 knockdown | hit rate 2% among 360,000 | HT-1080 IDH1 knockdown viability, ATP luminescence, 48 h | Potency, µM (doses to about 46.1 µM), without a hit: at the highest dose activity, negative = toxicity, hits mostly cytotoxic;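 further: potency means the concentration at half of the fitted maximal effect; 0% = DMSO wells and -100% = cell-free medium wells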
#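 Viability of IDH1-knockdown HT-1080 fibrosarcoma cells was assessed by CellTiter-Glo after 48 h at 37 °C with titrated compound; concentration-effect curves were classified by fit quality and response size.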
# KB-3-1 cytotox = kills parental KB-3-1 adenocarcinoma cells. hit rate 1.4% among 400,000. AID 1347075. Potency, µM (highest dose often 46.1 µM), without a hit: at the highest dose activity change, negative = cytotoxic, hits mostly cytotoxic. KB-3-1 viability, CellTiter-Glo ATP luminescence, 72 h; further: potency means the concentration at half of the fitted maximal effect; on the % scale 0 is the no-effect control and ±100 the full control effect; nearly all actives have a fitted effect of over 60% in size
#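 KB-3-1 parental drug-naive adenocarcinoma cells in DMEM/10% FBS, incubated 72 h at 37 C with pin-transferred compounds across a concentration series. Viability by CellTiter-Glo luminescence; concentration-response curves fitted after normalization.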
# SW480 rerep = DNA re-replication induction in SW480 cells; SW480 DNA re-replication, Hoechst DNA content imaging, 48 h; Potency, µM (titrated, usually from 46.1 µM), for the others: at the top dose re-replication activation, most hits filed as activators; hit rate 1.8% among 340,000; further: potency means the concentration at half of the fitted maximal effect; % of control where 0% means no effect; nearly all actives have a fitted effect of over 55% in size
#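 Cells (250 per well) received 23 nL compound or DMSO by pin tool and were kept 48 hr at 37 C, 5% CO2. Nuclei were then stained with Hoechst for 40 min and scanned for DNA content.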
# IL-1B inflam inh = blocks inflammasome-driven IL-1 beta release | AID 743279 | THP-1 LPS/ATP IL-1B secretion, AlphaLISA, 16 h; stronger effect = lower value | activity change, % at 57.5 µM | hit rate 4.7% among 360,000; in the data active means activity change below about -50%; inconclusive means mostly about -30% to -49%; further: on the % scale 0 is the no-effect control and ±100 the full control effect
#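 Secreted IL-1B measured by AlphaLISA bead assay after 16 h compound exposure of THP-1 cells; compounds (final up to 57.5 uM) added 1 h before LPS (250 ng/mL) and ATP (1.25 mM) stimulation; lower signal means less secretion.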
# Numbers without * were called inactive; ? = inconclusive; · = not tested or not shown; & = joins results of further samples; [ ] = remark or other dose. Unless noted, the call rests on the fitted dose curve; in most records, active means well fitted curve in the direction sought with a large enough effect; inconclusive means small, poorly fitted or top-dose-only effect, or another doubt; inactive means no such curve, though single readings can be large; an effect the other way counts as inactive or inconclusive.
SMILES,D3 antag,DRD3 agonist,GLP-1R agonist,KB-V1 cytotox,HT1080NT lethal,HT1080 IDH1KD tx,KB-3-1 cytotox,SW480 rerep,IL-1B inflam inh
Cc1nc2nc(C)c(NS(=O)(=O)c3ccc(Cl)s3)c(=O)n2[nH]1,-3.1,2.0,-0.9%,23.1%,11.6%,11.2%,4.9%,-3.8%,4.0
O=C1C2C3c4ccccc4C(c4ccccc43)C2C(=O)N1CN1CCOCC1 (configuration not stated),4.1,-0.7,1.7%,16.1%,8.6%,-0.1%[9.24 µM],-6.8%,-11.0%,2.9
COC(=O)c1cn(CC(=O)N2C(C)CCCC2C)c2ccccc12 (configuration not stated),0.0,-4.2,-10.8%,-9.0%,-2.2%,-11.6%,-1.2%,-5.5%,4.2
CCCCN(C)C(=O)CCC(=O)NNc1nc2ccccc2c2nc(C)nn12,1.6,-10.8&6.8,0.4%&2.1%,16.6%&-11.7%,7.3%,7.4%,-7.0%&0.0%,-0.9%,1.1
CC(c1nnc(SCC(=O)Nc2ccc3[nH]c(=O)[nH]c3c2)n1Cc1ccccc1)N(C)C (configuration not stated),-0.7,-0.2,-0.2%,22.3%,0.5%,-0.4%,8.1%,-3.7%,0.3
O=[N+]([O-])c1cccc(/C=N/n2cnnc2)c1,1.4,9.9,12.4%,0.0%,9.4%,26.9%,19.6%,3.6%,8.2
CC(C(=O)NCCN1CCOCC1)(c1ccccc1)c1ccccc1,11.7,17.6,0.7%,10.6%,1.8%,5.8%,8.0%,-7.9%,14.2
CCCC(C(=O)NC1CCCC1)N(Cc1ccccc1Cl)C(=O)c1snc(C(N)=O)c1N (configuration not stated),8.0,2.7,1.3%,-25.2%,?,?,?,?,?
Clc1ccc(-c2nc3ccc(Cl)cn3c2Cc2cccc(Cl)c2)cc1,3.7,0.9,6.6%,3.9%,?,?,-9.7%,·,23.1
Cc1ccc(S(=O)(=O)N(C)C)cc1NC(=O)COc1cccc(-n2cnnn2)c1,-23.9,0.8,-3.0%,0.0%,-5.0%,-6.8%,0.0%,-7.7%,-21.9
O=C(COC(=O)C1CCCCC1)Nc1cc([N+](=O)[O-])ccc1F,3.1,1.5,-2.1%,1.0%,1.1%,5.9%,11.0%,23.2%,-8.4
O=C(c1ccco1)N1CCN(Cc2cc(=O)c(OCc3ccccc3)co2)CC1,-5.8,1.5,2.6%,-8.0%,2.4%,2.8%,-0.4%,?,-7.8
O=C(c1ccccn1)c1cc2ccccc2n1S(=O)(=O)c1ccccc1,12.5,5.4,2.3%,?,2.6%,6.8%,-1.4%,2.2%,-5.6
CCOc1cc(OCC)cc(C(=O)Nc2cccc(C(C)=O)c2)c1,-2.4,-2.9,-11.6%,-24.7%,2.3%,-2.0%,19.1%,0.1%,9.9
CCCn1c(-c2cccs2)nc2ccccc21,-4.1,2.6,19.2%,-2.2%,-3.6%,?,-1.3%,5.0%,-20.8
CC1(C(=O)NCc2cccc3ccccc23)CCN1CCc1ccccc1 (configuration not stated),7.3,13.4,12.1%,-5.8%,?,?,-0.2%,·,9.0
Cn1nc(NC(=O)C(C)(C)C)c2c(F)cccc21,17.9,-3.0,12.5%,-0.3%,10.1%,10.5%,-5.0%,-24.3%,-4.2
CCc1ccc2nc(N(CCCN(C)C)C(=O)c3ccc4c(c3)OCCO4)sc2c1,-1.1,-28.9,6.0%,-6.8%,20.6µM*,?,?,?,-61.9*
COc1ccc(C(=O)CC(=O)c2ccccc2)cc1,-10.6,-8.6,10.5%,?,-11.7%,-16.9%,-2.4%,2.91µM*,-13.1
COc1cccc(C2c3cc4c(cc3OC(NNC(N)=O)C2C)OCO4)c1O (configuration not stated),-5.2,-8.9,14.3%,4.61µM*,4.61µM*,6.51µM*,1.46µM*,8.2µM*,32.8
COc1ccc(-c2ccc3c(c2)C2CC3CCN2Cc2ccc(OC(F)(F)F)cc2)cc1 (configuration not stated),0.0,-24.0,-0.4%,5.3%,-4.1%,0.3%,?,?,21.0
CCOC(=O)N1CCN(Cc2ccc(O)c3ncccc23)CC1,?,-7.6,8.7%,0.7%,20.6µM*,6.51µM*,?,5.8µM*,-8.8
CC(C)c1cc(C(=O)Nc2ccc3c(c2)OCO3)no1,-8.9,-3.8,-1.3%,2.0%,-15.2%,-28.9%,-3.5%,-18.9%,5.0
COCCn1c(SCC(=O)NC2CCCCC2)nnc1-c1ccncc1,0.9,2.4,7.0%,-18.2%,8.3%,14.7%,4.6%,14.9%,4.8
COc1ccccc1Nc1cc(C)nc2c(C)ccc([N+](=O)[O-])c12,-12.2,7.7,0.9%,?,-5.6%,-29.0%,-25.3%,-695.7%[inhibitor],-18.6
# Continued:
SMILES,D3 antag,DRD3 agonist,GLP-1R agonist,KB-V1 cytotox,HT1080NT lethal,HT1080 IDH1KD tx,KB-3-1 cytotox,SW480 rerep,IL-1B inflam inh
CC(=O)N1CCCc2cc(S(=O)(=O)N3CCN(C4CCCCC4)CC3)ccc21,-55.7*,-3.3,6.5%,23.3%,-5.9%,-5.8%,1.3%,0.6%,26.0
O=C(COC(=O)c1cnc(Cl)c(Cl)c1)Nc1cccc(S(=O)(=O)N2CCOCC2)c1,5.8,3.0,0.9%,·,-6.9%,0.2%,·,-0.4%,-19.8
OCCC1CN(Cc2ccccc2-c2ccco2)CCN1Cc1ccsc1 (configuration not stated),-16.3,-20.5,2.5%,?,-1.7%,5.7%,-10.0%,-0.2%,-2.1
CC(=O)Nc1ccc(C(=O)OCC(=O)N(c2ccccc2)C2CCS(=O)(=O)C2)cc1 (configuration not stated),-0.8,-3.5,-0.1%,7.9%,10.6%,12.6%,-0.4%,0.8%,-5.8
CC1=C(C(=O)N2CCCCCC2)CC(CC(=O)NC2CCCC2)C(=O)N1Cc1ccccc1 (configuration not stated),17.2,1.0,-3.7%,26.4%,13.8%,15.2%,0.1%,·,-5.2
COc1ccc(/C=C/C(=O)c2cc(F)ccc2OC(=O)c2ccccc2OC)cc1OC,-5.9,-4.7,6.7%,3.26µM*,1.03µM*,1.3µM*,5.17µM*,?,-100.4*
CC(C)COc1ccc(C(=O)Nc2ncn[nH]2)cc1,8.6,2.7,0.4%,-2.6%,-14.8%,-13.1%,19.8%,-0.8%,-0.4
C=CCSC(CC)(CC)C(N)=O,6.7,1.8,7.5%,21.4%,7.3%,13.2%,6.9%,-10.5%,14.9
O=S(=O)(N/N=C/c1ccc(N2CCOCC2)cc1)c1ccc(Br)cc1,7.4,-1.4,5.5%,0.3%,-1.8%,3.0%,1.0%,-0.9%,-7.5
CCOC(=O)Cc1csc(NC(=O)c2cc(C)cc(C)c2)n1,-15.2,-9.5,10.7%,0.0%,-1.8%,-4.0%,-14.1%,3.2%,-21.6
O=C(COC(=O)[C@@H]1CC(O)CN1S(=O)(=O)c1ccc2c(c1)OCCO2)Nc1cc(F)ccc1F (some centres not stated),10.3,-1.7,7.1%,0.0%,1.0%,4.4%,-6.8%,-10.5%,-5.9
COc1ccc(N2CCN(C(=O)c3ccc(C)c(NC(=O)C4=C(C)OCCS4)c3)CC2)cc1,3.7,3.7,18.0%,-6.1%,14.2%,0.6%,21.0%,-3.4%,-8.0
CCOC(=O)c1cc(C(=O)OCC)c(=O)[nH]c1SCc1ccccc1,9.5,-6.5,-0.3%,-1.8%,-19.2%,1.3%,-5.8%,?,14.7
Cc1c(C)n(CC(O)CN2CCN(C)CC2)c2ccccc12 (configuration not stated),-5.3,2.4,8.3%,9.4%,11.2%,4.9%,-1.0%,-11.8%,-10.3
CCN1C(=O)c2ccccc2Sc2ccc(C(=O)O)cc21,2.4,3.4,-0.2%,9.9%,11.7%,8.7%,8.3%,2.8%,18.2
COc1cc(/C=N/NC(=O)CN2CCCCC2)ccc1OCc1ccc(Br)cc1,1.5,3.8,6.0%,?,?,?,3.5%,1.6%,-17.3
COc1ccccc1-c1nn(-c2ccccc2)cc1C(=O)N1CCN(C(=O)c2ccco2)CC1,-10.3,0.4,0.7%,-27.5%,-2.3%,-4.9%,-14.3%,23.6%,-12.9
CN(C)CC/C=C1/c2ccccc2CS(=O)(=O)c2ccccc21,-5.2,6.2,6.0%,-3.0%,7.1%,14.5%,-12.1%,-8.6%,-8.4
CCCC(O)(CCN1CCOCC1)c1ccc(Cl)cc1 (configuration not stated),8.9,2.2,-3.9%,0.8%,10.5%,2.9%,-0.4%,-3.3%,-6.2
CCOc1ncccc1C(=O)N1CCCSC1=Nc1ccccc1OC,1.7,2.0,-4.7%,10.8%,18.4%,3.5%,4.3%,3.5%,18.0
Cc1cccc(NC(=S)N(CCN(C)C)Cc2cccs2)c1,12.4,2.6,4.3%,?,-6.3%,4.1%,0.0%,-2.1%,-10.0

# Complete entries, looked up by structure. Order of screens: D3 antag	DRD3 agonist	GLP-1R agonist	KB-V1 cytotox	HT1080NT lethal	HT1080 IDH1KD tx	KB-3-1 cytotox	SW480 rerep	IL-1B inflam inh
# Results for `CCOc1ncccc1C(=O)N1CCCSC1=Nc1ccccc1OC` → 1.7	2.0	-4.7%	10.8%	18.4%	3.5%	4.3%	3.5%	18.0
# Results for `O=C(COC(=O)[C@@H]1CC(O)CN1S(=O)(=O)c1ccc2c(c1)OCCO2)Nc1cc(F)ccc1F` (some centres not stated) → 10.3	-1.7	7.1%	0.0%	1.0%	4.4%	-6.8%	-10.5%	-5.9
# Results for `OCCC1CN(Cc2ccccc2-c2ccco2)CCN1Cc1ccsc1` (configuration not stated) → -16.3	-20.5	2.5%	?	-1.7%	5.7%	-10.0%	-0.2%	-2.1
# Results for `CC(=O)Nc1ccc(C(=O)OCC(=O)N(c2ccccc2)C2CCS(=O)(=O)C2)cc1` (configuration not stated) → -0.8	-3.5	-0.1%	7.9%	10.6%	12.6%	-0.4%	0.8%	-5.8
# Results for `CCOC(=O)Cc1csc(NC(=O)c2cc(C)cc(C)c2)n1` → -15.2	-9.5	10.7%	0.0%	-1.8%	-4.0%	-14.1%	3.2%	-21.6
